RSV CPE inhibition = inhibition of RSV-induced cytopathic effect – HEp-2 cells, primary 10 µM value included (AID 2391); HEp-2 cells, RSV-induced CPE inhibition; higher % means a stronger effect; one-dose CPE inhibition, % at 10 µM; IC50 in µM for titrated hits; actives 0.13% (n = 310,000); in the data active = a potency from the dose series; inconclusive = CPE inhibition mostly from about 23% at the one dose, without a potency; inactive = the rest, 99 in 100 with CPE inhibition below about 21%; note: strong numbers were not always called active
Dengue-2 NS5 capping = Dengue-2 NS5 methyltransferase inhibitors, primary screen, biochemical, confirmation dose response (AID 588689); Dengue-2 NS5 methyltransferase capping enzyme assay, biochemical; higher % means a stronger effect; inhibition, % at 25 µM; hits with a dose series show IC50 in µM; actives 0.3% (n = 340,000); in the data active = a potency from the dose series; inconclusive = inhibition above about 29% without an active follow-up result
PhoP inhibition = PhoP-dependent GFP reporter repression – Salmonella Typhimurium, primary screen (AID 1863); S. Typhimurium PhoP-regulated promoter GFP reporter, 4 h; higher % means a stronger effect; inhibition, % at 50 µM, or IC50 in µM where a hit was titrated; actives 0.16% (n = 300,000);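 active = inhibition over 29.93%, a cutoff 3 SD above the screen mean, later confirmed by dose response; inconclusive = inhibition over 29.93% but no dose response follow-up; inactive = inhibition at most 29.93% or unconfirmed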;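 note: 0% = low Mg2+ inducing control and 100% = high Mg2+ repressing control; strong numbers were not always called active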
West Nile virus CPE = West Nile virus antiviral activity, cell-based, CPE readout (AID 1621); West Nile virus-infected cells, CPE inhibition; higher % means a stronger effect; CPE inhibition, % at 10 µM; hits with a dose series show IC50 in µM; actives 0.02% (n = 290,000); in the data active = a potency from the dose series; inconclusive = CPE inhibition mostly from about 3.7% at the one dose, without a potency; inactive = the rest, 99 in 100 with CPE inhibition below about 2.2%; note: strong numbers were not always called active
LYP inhibition = PTPN22 lymphoid phosphatase activity blockers – biochemical, fluorescence intensity, uHTS (AID 1779) | recombinant LYP phosphatase, fluorescence intensity; higher % means a stronger effect | inhibition, % at 11.5 µM, or IC50 in µM where a hit was titrated | actives 0.054% (n = 290,000); in the data active = inhibition above about 50%;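 note: plate controls were vehicle with enzyme for no effect and no enzyme for full effect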
Rac1 GTP hydrolysis = MgcRacGAP GTPase-activating activity inhibitors, confirmation, biochemical, ADP Hunter fluorescence; MgcRacGAP-stimulated Rac1 GTP hydrolysis, ADP Hunter fluorescence; higher % means a stronger effect; GST-tagged Rac1 F28L mutant substrate; inhibition, % at 30 µM, or IC50 in µM where a hit was titrated; actives 0.6% (n = 340,000); AID 624330;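 active = first-screen hits whose inhibition reached a set limit at any dose in the follow-up dose series; inconclusive = inhibition above the set first-screen limit but never retested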;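 note: fluorescence reports GDP produced by GAP-driven GTP hydrolysis; strong numbers were not always called active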
GPR35 antagonists = inhibition of zaprinast-stimulated GPR35 beta-arrestin translocation – imaging, U2OS, beta-arrestin-GFP, zaprinast agonist, primary screen (AID 2058); U2OS GPR35 beta-arrestin-GFP translocation imaging, zaprinast antagonism; higher % means a stronger effect; inhibition, % at 10 µM; hits with a dose series show IC50 in µM; actives 0.052% (n = 290,000);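 active = inhibition of at least 50% with at least 30 cells and total cytoplasm GFP at most 10,000,000; inconclusive = under 30 cells or total GFP of 10,000,000 plus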
CSM14.1 death rescue = protection against thapsigargin-triggered cell killing – 384-well, CSM14.1, ATP luminescence, primary screen (AID 1222); CSM14.1 thapsigargin-induced death rescue, ATP luminescence; higher % means a stronger effect; cellular ATP content (survival), % at 20 µM; hits with a dose series show EC50 in µM; 190,000 tested, under 10 active;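 active = EC50 below 50 µM in the dose-response confirmation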;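 note: death triggered by thapsigargin at about 15 µM added after 2 h compound pretreatment; cell ATP read after overnight thapsigargin exposure of roughly 18 to 22 hours; normalized against plate controls of thapsigargin alone and 5% DMSO vehicle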
SV40 large T antigen = SV40 large T antigen inhibitors, biochemical (AID 1903) | SV40 large T antigen ATPase/helicase inhibition assay; higher % means a stronger effect | inhibition, % at 20 µM, or IC50 in µM where a hit was titrated | actives 0.39% (n = 310,000); in the data active = a potency from the dose series; inconclusive = inhibition mostly from about 32% at the one dose, without a potency; inactive = the rest, 99 in 100 with inhibition below about 32%; note: strong numbers were not always called active
Dengue-2 NS5 capping pilot replicate = also measured in Dengue-2 NS5 capping; calls as there; inhibition, %; measured here: pilot screen replicate inhibition
The depositor's hits bear a star; ? = inconclusive; nt = no result given.

SMILES	RSV CPE inhibition	Dengue-2 NS5 capping	PhoP inhibition	West Nile virus CPE	LYP inhibition	Rac1 GTP hydrolysis	GPR35 antagonists	CSM14.1 death rescue	SV40 large T antigen	others
C1CCN(c2nc(N3CCCCC3)nc(N3CCNCC3)n2)CC1	-1.3%	3%	-7%	2.4%	-1%	7%	0%	-1.8%	6%
COc1ccccc1C1=NOC(Cn2c(NCC3CCCO3)nc3c2c(=O)n(C)c(=O)n3C)C1 (centres undefined)	0.0%	0%	0%	0.1%	-7%	5%	7%	nt	0%
Cc1ccc2cc(-c3noc(C4CCCCC4)n3)c(=O)[nH]c2c1	2.2%	-2%	-7%	nt	3%	9%	-7%	-1.5%	8%
Cc1ccc(OCC(=O)N2CCN(S(C)(=O)=O)CC2)cc1	0.4%	-13%	-5%	0.2%	-7%	12%	-20%	nt	14%
Nn1c(SCC(=O)Nc2ccc3c(c2)OCO3)nnc1C1CC1	0.7%	2%	-4%	0.7%	3%	6%	-9%	nt	10%
CCCCCc1nnc(NC(=O)NS(=O)(=O)c2ccc(C)cc2)s1	2.2%	6%	0%	0.0%	-7%	7%	-4%	nt	12%
CC(C)(CC(=O)O)CC(=O)Nc1ccc(Oc2ccc(C(C)(C)C)cc2)nc1	1.2%	nt	-8%	-0.1%	-7%	nt	5%	nt	7%
CC1CC(NC(=O)c2cc3c(=O)n4ccccc4nc3n2C)CC(C)(C)C1 (centres undefined)	5.7%	-4%	-12%	0.4%	-10%	6%	-14%	nt	13%
COc1cc(C(C2=C(O)CC(C)(C)CC2=O)C2C(=O)CC(C)(C)CC2=O)cc(OC)c1OC (centres undefined)	-1.7%	nt	-3%	-0.3%	-6%	nt	-10%	-1.0%	18%
CN(CC(=O)Nc1ccccc1Cl)C(=O)COc1cccc2c1OC(C)(C)C2	-0.9%	5%	6%	nt	nt	-2%	nt	nt	17%
Cn1c(SCC(=O)c2ccccc2)ncc(C(=O)Nc2ccc(F)cc2)c1=O	0.1%	4%	-1%	nt	nt	-1%	nt	nt	2%
CCCCNC(=O)c1nn2c(C(F)(F)F)cc(-c3ccc(OC)cc3)nc2c1Br	-0.2%	-1%	4%	-2.4%	1%	7%	12%	nt	4%	Dengue-2 NS5 capping pilot replicate=0.6
Cc1cccc(Nc2nnc(SCC(=O)c3ccc(Br)s3)s2)c1C	?	-3%	-18%	-1.4%	1%	3%	-7%	0.0%	0%
OCCCNCc1cccc2ccccc12	0.3%	-10%	27%	0.1%	-14%	-3%	-5%	-1.5%	4%
CC(=O)Cc1nsc(NC(=O)c2cc(-c3cccc(C(F)(F)F)c3)oc2C)n1	2.4%	-2%	3%	-0.3%	-7%	-1%	-10%	-3.4%	-1%
Cc1ccc(OCC(=O)Nc2ccc3c(c2)OCO3)c([N+](=O)[O-])n1	1.6%	4%	14%	-0.8%	-8%	8%	-23%	3.3%	-6%
CCOC(=O)c1c(C)n(C)c2ccc(OC)c(NC(=O)CN3CCSCC3)c12	1.9%	6%	4%	0.2%	1%	5%	6%	1.9%	9%
O=C(O)c1ccc(NS(=O)(=O)c2ccc(NC(=O)c3ccccc3Cl)cc2)cc1	1.8%	-3%	3%	0.1%	-3%	0%	4%	nt	6%
COc1ccc(N2C(=O)CC(N3CCN(Cc4ccc5c(c4)OCO5)CC3)C2=O)cc1 (centres undefined)	-0.2%	-1%	7%	0.4%	-1%	16%	-4%	-1.5%	-2%
COc1cccc(C(=O)CN(C(=O)c2ccc(Cl)cc2Cl)N2C(=O)c3ccccc3C2=O)c1	3.4%	3%	-6%	0.5%	-2%	5%	14%	-1.7%	13%
CC(C)Cc1cc(C(=O)Nc2ccc(F)cc2F)no1	3.0%	-8%	10%	0.3%	1%	1%	8%	-1.8%	5%
CC(=O)Nc1ccc(N=Cc2c(O)c(C(=O)Nc3ccccc3)cc3ccccc23)cc1	3.6%	nt	-12%	-1.4%	2%	nt	?	-0.5%	7%
CCOC(=O)c1ccc(NC(=O)Nc2ncc(Cl)cc2Cl)cc1	0.8%	nt	-8%	0.1%	-3%	nt	1%	nt	5%
CC(=O)CC(=O)Nc1ccc(C(N)=O)cc1	-0.6%	3%	5%	0.2%	2%	2%	-3%	-0.5%	0%
O=C(COC(=O)c1cccs1)NC1CCCCC1	1.1%	-9%	-10%	-0.2%	-5%	5%	7%	-1.1%	2%
Cc1cccc(S(=O)(=O)Nc2nc3ccccc3nc2NCC2CCCO2)c1 (centres undefined)	2.3%	-18%	-5%	0.1%	-6%	-7%	9%	nt	8%
COc1ccc(N2CCN(C(c3ccc4ncccc4c3)c3nnnn3C(C)(C)C)CC2)cc1 (centres undefined)	3.5%	1%	3%	-0.8%	-2%	27%	-17%	-0.4%	22%
Cc1cc(S(=O)(=O)Nc2ccc3c(c2)n(C)c(=O)n3C)ccc1F	-1.6%	5%	4%	-0.1%	-4%	3%	12%	-5.2%	23%
CC(C)c1csc(CN2CCC(n3nccc3NC(=O)Cc3ccccc3)CC2)n1	1.0%	-3%	8%	-0.4%	-4%	5%	-2%	nt	7%
O=S(=O)(N1CCCCC1)N1CCCN(S(=O)(=O)N2CCCCC2)CC1	1.4%	-5%	-1%	-0.1%	-2%	-2%	8%	0.8%	2%
CC(C(=O)N1CCCc2ccccc21)N1CCN(c2ccccn2)CC1 (centres undefined)	-0.8%	-4%	8%	-0.3%	0%	94µM*	10%	-1.1%	4%
C/C(=N\NC(=O)NC1CCCCC1)c1ccc(OC(F)F)cc1OC(F)F	8.1%	0%	3%	-2.1%	1%	4%	0%	-0.2%	4%
NC(C(=O)O)C(c1ccccc1)C(F)F (centres undefined)	1.9%	nt	5%	0.8%	-2%	nt	-3%	nt	6%
O=C(NCc1ccco1)C(=O)c1c[nH]c2ccccc12	2.0%	-2%	9%	0.6%	-6%	-15%	3%	0.5%	1%
Cc1c(N/C=C/C(=O)c2ccc(Cl)cc2)c(=O)n(-c2ccccc2)n1C	1.3%	-3%	-1%	-0.5%	-9%	0%	19%	-0.7%	9%
COc1ccc(NC(=O)COC(=O)/C=C/C(=O)OCC(=O)Nc2ccc(OC)c(Cl)c2)cc1Cl	10%	-17%	11%	-1.0%	-7%	8%	0%	-0.7%	8%
COC(=O)c1sc2ccccc2c1N	2.3%	-10%	3%	1.0%	-15%	4%	9%	-1.9%	4%
O=C(CSc1nnc(CNC(=O)c2ccccc2)o1)NCc1ccco1	2.3%	-2%	-7%	1.2%	-1%	7%	-2%	nt	7%
Cc1ccc(NC(=O)C2CCCN(S(=O)(=O)c3c(C)noc3/C=C/N(C)C)C2)cc1F (centres undefined)	4.0%	-4%	3%	-0.1%	5%	0%	-4%	3.4%	12%
CCOc1ccc(CN2CCCC(CO)(Cc3ccccc3F)C2)cc1 (centres undefined)	0.2%	-7%	11%	0.0%	-8%	3%	5%	nt	25%	Dengue-2 NS5 capping pilot replicate=-5.2

Quoted at random: two entries already listed
SMILES	RSV CPE inhibition	Dengue-2 NS5 capping	PhoP inhibition	West Nile virus CPE	LYP inhibition	Rac1 GTP hydrolysis	GPR35 antagonists	CSM14.1 death rescue	SV40 large T antigen	others
NC(C(=O)O)C(c1ccccc1)C(F)F (centres undefined)	1.9%	nt	5%	0.8%	-2%	nt	-3%	nt	6%
COc1ccc(NC(=O)COC(=O)/C=C/C(=O)OCC(=O)Nc2ccc(OC)c(Cl)c2)cc1Cl	10%	-17%	11%	-1.0%	-7%	8%	0%	-0.7%	8%

(list continues)
SMILES	RSV CPE inhibition	Dengue-2 NS5 capping	PhoP inhibition	West Nile virus CPE	LYP inhibition	Rac1 GTP hydrolysis	GPR35 antagonists	CSM14.1 death rescue	SV40 large T antigen	others
Cc1ccc2c(c1)c1c3n2CCN=C3CCC1	?	-1%	9%	-1.1%	0%	18%	-7%	-3.3%	15%
O=C(NC(=S)Nc1ccc(Cl)c(C(=O)O)c1)c1ccco1	0.7%	1%	-6%	0.3%	-9%	8%	-1%	nt	13%
C/C(CC(=O)NCc1ccc(Cl)cc1)=N\NC(=O)COc1ccc(C)cc1Br	1.3%	-9%	11%	1.8%	-8%	-2%	-16%	nt	1%
CSc1ccccc1NC(=O)CN(C)CC(=O)NCC(=O)Nc1ccc(F)cc1	-0.9%	1%	-1%	nt	nt	6%	nt	nt	14%
Cc1nnc(Oc2ccccc2F)c2ccccc12	2.3%	-12%	-4%	0.4%	-11%	4%	-7%	-2.7%	3%
C=CCSc1nnc(CCCCCN2C(=O)c3cccc4cccc(c34)C2=O)o1	4.5%	-3%	-11%	-1.6%	7%	10%	-8%	1.8%	8%
COCC(C)NC(=O)Cc1ccc(F)cc1 (centres undefined)	-0.2%	1%	-10%	0.4%	3%	-2%	-9%	-5.1%	9%
Cc1nn(-c2ccccc2)c2sc(-c3nnc(SCC(=O)O)o3)cc12	-1.7%	-4%	-4%	-0.3%	0%	5%	-4%	-1.1%	9%
Cc1ccc(-c2nnc3n2CCCCC3)cc1	2.3%	1%	-5%	0.3%	0%	4%	8%	0.4%	4%
CNc1ccc(/C=C/C(=O)c2ccc(C)cc2)cc1[N+](=O)[O-]	1.9%	-7%	-10%	-0.8%	-4%	8%	-2%	-1.6%	23%
COC(=O)C1=C(C)NC(=S)NC1c1ccc(-c2cccc(Cl)c2)o1 (centres undefined)	3.7%	3%	-1%	-1.4%	7%	-5%	-4%	-3.2%	?
Cc1[nH]c(C)c(S(=O)(=O)NCCc2ccccc2)c1C(=O)N1CCCCC1	-0.6%	-5%	-8%	1.2%	0%	8%	-17%	nt	7%
Cc1ccc(S(=O)(=O)N(CC(=O)N2CCOCC2)c2ccc(C(C)C)cc2)cc1	0.9%	-5%	-8%	-0.7%	-10%	8%	12%	nt	22%
COCCCNC(=S)Nc1cccc(S(=O)(=O)NC2=NCCC2)c1	1.9%	0%	2%	-0.7%	-9%	8%	-14%	0.2%	3%
COc1cc(C(O)CO)ccc1OS(=O)(=O)O (centres undefined)	-0.1%	-1%	-9%	nt	nt	2%	nt	nt	11%
CCOC(=O)c1ccc(-n2cc(C(=O)c3cccnc3)nn2)cc1	3.2%	-3%	-6%	0.8%	-1%	0%	5%	nt	11%
Cc1ccc(C)c(N2CCN(S(=O)(=O)c3ccc4c(c3)CCN4C(=O)CCC(=O)O)CC2)c1	3.9%	3%	1%	0.0%	-7%	7%	1%	0.8%	12%
COc1ccc(CCNC(=O)C2CC(=O)N(c3ccc(F)cc3)C2)cc1OC (centres undefined)	0.2%	-8%	-1%	-0.1%	-2%	8%	5%	-0.2%	12%
O=C(CN1C(=O)C2CC=C(Cl)CC2C1=O)NCc1ccccc1 (centres undefined)	1.3%	7%	2%	-0.3%	-6%	5%	-1%	1.4%	2%
CCCOc1ccc(N/C=C/C(=O)c2cc(OC)c(OC)c(OC)c2)cc1	5.0%	-4%	12%	-0.3%	-8%	10%	2%	nt	2%	Dengue-2 NS5 capping pilot replicate=-3.3

Bioassay records: PubChem, several laboratories
